High-throughput results deposited in PubChem by National Center for Advancing Translational Sciences (NCATS).
S3 lipid droplet: qHTS Assay for Lipid Storage Modulators in Drosophila S3 Cells | Drosophila S3 cells, BODIPY lipid droplet fluorescence, 18-24 h; cells fed with added oleic acid | Potency in µM for hits, for the others lipid storage change, negative = inhibition, % at the top dose, mostly 46.1 µM | actives 0.64% (n = 320,000) | AID 2685, 2010; active means well fitted inhibition curve with a large enough effect in the signal ratio, with a control signal flat, not every such curve was filed as active; inconclusive means small, poorly fitted or top-dose-only effect, or effect the other way, or a change in a side signal; the % refers to the signal ratio
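Laser-scanning cytometry quantifies lipid droplet accumulation (500–530 nm total intensity; droplet/cell object ratio) in oleic acid-fed (400 uM added) Drosophila S3 cells treated with a concentration series. 20 uM Triacsin C defined 100% inhibition.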
S3 lipid droplet cell count max: also measured in S3 lipid droplet; calls as there; cell number change, %; measured here: cell count max response;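 cells counted by Cell Tracker Red CMTPX staining in the red channel; peak over a dose series mostly up to 46.1 µM; percent activity relative to internal control wells on each plate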
Active calls of the source: *; i = inactive; ? = inconclusive; nt = no result given. On the % scale 0 is the no-effect control and ±100 the full control effect; potency means the concentration at half of the fitted maximal effect.

SMILES	S3 lipid droplet	S3 lipid droplet cell count max
CN1CCN(c2cc(-c3ccccc3)nc3cc(-c4ccc(F)cc4)nn23)CC1	?	nt
O=C(NCc1cccc(F)c1)C1CCC(=O)N(C2CC2)C1 (stereo unspecified)	-21%	-3
Cc1cccc(N(CC(=O)NC2CCCC2)C(=O)CS(=O)CC(=O)Nc2ccc3c(c2)OCO3)c1 (stereo unspecified)	?	nt
COC(=O)CN1CCN(C(c2ccccc2)c2ccccc2)CC1	i	nt
COC(=O)c1cccc(C23CC4(C2)[C@H](CN(Cc2cccnc2)[C@@H]4c2ccccc2)C3c2ccc(C(F)(F)F)cc2)c1 (stereo partly specified)	10%	-2
COc1ccc(C2c3c(oc4ccccc4c3=O)C(=O)N2c2ccc(C)cn2)cc1OC (stereo unspecified)	?	nt
CC1Cc2ccccc2N1C(=O)CSc1nnc(-c2ccc(S(=O)(=O)N3CCCCC3)cc2)o1 (stereo unspecified)	?	nt
Cc1ccccc1CC(=O)N1CC(C)OC(C)C1 (stereo unspecified)	i	3
O=C(Nc1nc(-c2cccs2)c(-c2cccs2)s1)C1(c2ccccc2)CC1	19%	7
CCN1C(=O)/C(=C/c2ccc(C)s2)NC1=S	i	11
COc1ccccc1NC(=O)c1sc(Cl)nc1C	i	2
CC1C(=O)N2CCCc3cc(NC(=O)CC(C)(C)C)cc1c32 (stereo unspecified)	-8%	-22
Cc1nc2ccc(C(=O)N3CCN(c4ccccc4)CC3)cc2s1	0%	9
COc1ccc(CCN=C(N)Nc2nc(C)cc(C)n2)cc1	2%	-19
Cc1ccc(O)c(-c2cc(C(=O)Nc3ccc(S(=O)(=O)Nc4nccc(C)n4)cc3)[nH]n2)c1	?	nt
CC(=O)c1cccc(NC(=O)CN(c2ccccc2)S(C)(=O)=O)c1	?	nt
O=C(NCc1ccccc1)C1=C[C@@H](c2ccc(Br)cc2)C[C@@H](OCCCCO)O1	-8%	12
O=C(CSC1=Nc2ccccc2C2CC=NN12)Nc1ccc(F)cc1Cl (stereo unspecified)	?	nt
O=C(CSc1nnnn1-c1ccc(O)cc1)Nc1ccc(N2CCOCC2)c(Cl)c1	i	12
C/C(=N\NC(=O)CCc1ccccc1)c1ccc(Br)cc1	?	nt
CCC(C(=O)OCC(=O)Nc1ccc(Cl)c(S(=O)(=O)N(C)C)c1)c1ccccc1 (stereo unspecified)	?	nt
O=C(O)c1nn(-c2ccc(Cl)cc2)ccc1=O	-4%	1
CCN(CC)CCNC(=O)c1ccc(NC(=O)c2cc(-c3ccncc3)nc3ccccc23)cc1	?	nt
C=CCN(C#N)c1nc(OC)nc(N2CCCC2)n1	?	nt

Filtered by structure: those above with fluorine (4)
SMILES	S3 lipid droplet	S3 lipid droplet cell count max
CN1CCN(c2cc(-c3ccccc3)nc3cc(-c4ccc(F)cc4)nn23)CC1	?	nt
O=C(NCc1cccc(F)c1)C1CCC(=O)N(C2CC2)C1 (stereo unspecified)	-21%	-3
COC(=O)c1cccc(C23CC4(C2)[C@H](CN(Cc2cccnc2)[C@@H]4c2ccccc2)C3c2ccc(C(F)(F)F)cc2)c1 (stereo partly specified)	10%	-2
O=C(CSC1=Nc2ccccc2C2CC=NN12)Nc1ccc(F)cc1Cl (stereo unspecified)	?	nt

The list goes on.
SMILES	S3 lipid droplet	S3 lipid droplet cell count max
CCn1cc([N+](=O)[O-])c(C(=O)NCc2ccc(Cl)cc2)n1	?	nt
Cc1occc1C(=O)NN=C1C2CC3CC(C2)CC1C3	3%	2
CCn1c(SCC(=O)N2CCCCC2)nc(O)cc1=O	-8%	0
C=CCN1C(c2ccccc2)=CS/C1=C(/C#N)c1nnc(N2CCOCC2)n1-c1ccccc1	?	nt
CCN(CCNC(=O)CC1Oc2ccccc2NC1=O)c1ccccc1 (stereo unspecified)	?	nt
NS(=O)(=O)c1ccc(CCNS(=O)(=O)c2ccc(Cl)cc2)cc1	?	nt
O=C(c1cccc(Br)c1)N1CCN(S(=O)(=O)N2CCOCC2)CC1	-4%	-8
Cc1ccc(C)c(N2CCN(C(=O)C3CCN(c4nc(C)cc(C)n4)CC3)CC2)c1	?	nt
O=C(Nc1ccon1)Nc1ccc(F)cc1F	i	nt
Cc1cc(C)n(-c2cc(Oc3ccccc3)ncn2)n1	?	nt
COc1ccc(/C=C2\SC(=S)N(CCC(=O)Nc3ccccc3C(=O)O)C2=O)cc1	5%	9
COc1ccc(CNC(=O)C/C(C)=N/NC(=O)c2ccc(OC)cc2OC)cc1	?	nt
O=C(CSc1nccn1Cc1ccccc1)NC1CCCC1	?	nt
COc1ccc(C2CCN(CC(=O)N(C)C)CC2O)cc1 (stereo unspecified)	-20%	2
Cc1ccc(NC(=O)/C=C\C(=O)O)c([N+](=O)[O-])c1	?	nt
Cc1c(Cl)cccc1NC(=S)N1CCOCC1	18%	7
O=C(CSc1nnc(-c2ccncc2)n1Cc1ccco1)N1c2ccccc2Sc2ccc(Cl)cc21	i	nt
COc1ccc2c(C)cc(SCC(=O)Nc3cccnc3Cl)nc2c1	?	nt
COC(=O)CSc1nnc(-c2ccco2)n1Cc1ccco1	9%	-20
O=C(CC(=O)c1ccccc1)Nc1ccc2c(c1)OCCO2	?	nt
OCCN(CC#CCn1c2ccccc2c2ccccc21)CCO	-7%	-1
Cc1cc(C)n(-c2nc3c(c(=O)[nH]c(=O)n3C)n2Cc2ccccc2)n1	?	nt
Cc1cccc(C)c1NC(=S)N(Cc1ccccc1)Cc1cccnc1	6%	7
CCN(CC)S(=O)(=O)c1ccc(C)c(C)c1	?	nt
Cc1cc2ncn(-c3ncccc3[N+](=O)[O-])c2cc1C	?	nt
COc1ccccc1Nc1nc(NCC(C)C)nc(N)c1[N+](=O)[O-]	?	nt
O=C(c1ccccc1)c1cc([N+](=O)[O-])ccc1N1CCCC1	?	nt
COc1cccc(C2=NOC(C(=O)NCc3ccco3)C2)c1 (stereo unspecified)	8%	4
Cc1nn(C)c(C)c1NC(=O)c1ccc(Br)o1	3%	26
CCCCCC(/C=N/Nc1ccc(S(=O)(=O)N2CCOCC2)cc1[N+](=O)[O-])=C\c1ccccc1	?	nt
Cc1cc(C)n(Cc2n[nH]c(=S)n2Cc2ccccc2)n1	?	nt
CCCS(=O)(=O)Nc1cccc(-c2cn3c(n2)SCC3)c1	i	-21
O=C(C1CCN(S(=O)(=O)N2CCC3(CC2)OCCO3)CC1)N1CCc2ccccc2C1	?	nt
CCOC(=O)N1CCN(CC(O)COc2ccccc2C(C)C)CC1 (stereo unspecified)	-6%	-2
O=[N+]([O-])c1cc(S(=O)(=O)N2CCCC2)ccc1N/N=C/c1ccccn1	?	nt
COc1ccccc1C(=O)NCC(=O)Nc1ccccc1	?	nt

5 consecutive entries already listed, for reference:
SMILES	S3 lipid droplet	S3 lipid droplet cell count max
CCCS(=O)(=O)Nc1cccc(-c2cn3c(n2)SCC3)c1	i	-21
O=C(C1CCN(S(=O)(=O)N2CCC3(CC2)OCCO3)CC1)N1CCc2ccccc2C1	?	nt
CCOC(=O)N1CCN(CC(O)COc2ccccc2C(C)C)CC1 (stereo unspecified)	-6%	-2
O=[N+]([O-])c1cc(S(=O)(=O)N2CCCC2)ccc1N/N=C/c1ccccn1	?	nt
COc1ccccc1C(=O)NCC(=O)Nc1ccccc1	?	nt

Next structures:
SMILES	S3 lipid droplet	S3 lipid droplet cell count max
CCOc1ccccc1CNC(=O)CCCC(=O)n1nc(C)c2ccccc21	?	nt
CN(c1ccc(C(=O)Nc2ccccc2C(=O)N2CCCC2)cc1)S(C)(=O)=O	0%	0
COc1cccc(C(=O)CC(=O)C(=O)Nc2cc(OC)ccc2OC)c1	?	nt
O=C1C(=O)N(Cc2ccccc2)C(=O)N1CCN1C(=O)c2ccccc2C1=O	-5%	6
CCCSc1nc2c(cnn2-c2ccc(C)c(C)c2)c(=O)[nH]1	-4%	-17
Cc1cccc(OC(C)C(=O)Nc2nc(-c3ccncc3)cs2)c1 (stereo unspecified)	?	nt
O=C(NCc1ccccc1)C1CCC(=O)N(CC2CCCCC2)C1 (stereo unspecified)	23%	nt
CCN(CC)c1ccc(N=Cc2c(C)[nH]c3ccccc23)cc1	?	nt
COc1ccc(OC)c(NC(=O)CCCC(=O)NC2CCCCC2)c1	7.3µM*	-8.0*
Cc1cccc(C)c1NC(=O)COc1cccc(/C=N/NC(=O)C(=O)NCc2ccccc2)c1	2%	0
COc1ccc(S(=O)(=O)N2CCOCC2)cc1NC(=O)Cc1c(Cl)cccc1Cl	?	nt
CCOC(=S)SCC(=O)Nc1nc(C)c(C)s1	?	nt
CC1(C)Cc2c(C#N)c(SCCOc3ccccc3)nc(N3CCOCC3)c2CO1	i	nt
Cc1ccc(O)c(NC(=O)c2ccc3c(c2)C(=O)N(Cc2ccco2)C3=O)c1	i	-5
CC(OC(=O)c1cc2sccc2n1C)C(=O)NCCc1ccccc1 (stereo unspecified)	?	nt
CC1(C)[C@H]2CC=C(CN3CCC(N4CCC(C(=O)N5CCCC5)CC4)CC3)[C@@H]1C2	-2%	-6
CCOC(=O)c1sc2ncc([N+](=O)[O-])cc2c1N	-16%	-1
CCOCCCNC(=O)CN1C(=O)c2ccccc2Sc2ncccc21	19%	10
O=C(CSc1nncc2ccccc12)Nc1ccc(F)cc1	-6%	13
COC(=O)CCC(=O)OC1(C)C(=O)C=C2C=C(C3CC3)N(C(CO)CO)C=C2C1=O (stereo unspecified)	-1%	8
CCOC(=O)c1oc2ccccc2c1NC(=O)CN1CCOCC1	i	-20
COc1ccc(CCNC2=NCCS2)cc1	?	nt
COc1ccc(NC(=O)N2CCN(S(=O)(=O)c3ccc(F)cc3)CC2)c(OC)c1	?	nt
O=C(CSc1nnc2ccc(-c3ccc(F)cc3)nn12)N1CCOCC1	-6%	4
CCOC(=O)C(=O)Nc1ccc(F)cc1	i	19
COc1ccc(C)cc1NC(=O)CN1C(=O)CSc2ccc(S(=O)(=O)N3CCCC3)cc21	i	-3
CCOC(=O)c1sc(NC(=O)c2ccoc2C)c(C(N)=O)c1C	0.73µM*	-16*
COc1cc(/C(C)=N/N2CCN(c3ccccc3OC)CC2)ccc1O	?	nt
CN(CC(=O)Nc1ccc(N2CCOCC2)cc1)CC(=O)Nc1ccccc1C#N	6%	4
Cc1ccc(NC(=O)c2cc(N3C(=O)C4CC=CCC4C3=O)ccc2N2CCOCC2)cc1Cl (stereo unspecified)	?	nt
COc1ccc2c(c1)[nH]c1c(=O)n(CCCN3CCOCC3)cnc12	i	21
Cc1ccc(C(=O)NNC(=O)c2ccccc2-n2cccc2)cc1	?	nt
C/C=C\C(=O)Nc1cccc(C2=NOC3(C2)C[C@@H](C(N)=O)N(C(=O)COc2ccc(Cl)cc2)C3)c1 (stereo partly specified)	?	nt
COc1ccc(-c2nc(NCCCN(C)C)c3ccccc3n2)cc1	?	nt
COc1cccc2c1OCC(C(=O)Nc1nccs1)=C2	-4%	9
CSc1ccc(CN2CCN(C(=O)CC(C)C)CC2)cc1	?	nt
O=C(CSc1nnc2ccccn12)NCCc1ccc(F)cc1	?	nt
O=C(Cc1ccc([N+](=O)[O-])cc1)N1CCc2ccccc2C1	?	nt
Cc1ccc(NS(=O)(=O)c2cc(C(=O)N(C)C)ccc2C)cc1C	i	nt
CC(C)(C)[C@@H]1C=C(C(N)=O)O[C@H](OCc2ccc(CO)cc2)C1	?	nt
O=C(CCN1C(=O)c2ccccc2C1=O)NCc1ccco1	?	nt
O=C(NCc1ccc(Cl)c(Cl)c1)c1ccc2c(c1)OCO2	2%	21
CC(=O)Nc1ccc(S(=O)(=O)NCCC(=O)OCc2nnc(-c3ccccc3)o2)cc1	15%	5
CCn1c(SCC(=O)NC(=O)Nc2ccc3c(c2)OCCO3)nnc1-c1cccs1	?	nt
CCCCc1nc2cc(C(=O)NCc3nccn3CC)ccc2o1	i	27
CC(=O)c1ccc2c3c(cccc13)C(=O)N(CCc1ccccc1)C2=O	?	nt
COc1ccc(S(=O)(=O)N2CCC(C(=O)Nc3ccc(S(=O)(=O)N4CCCC4)cc3)CC2)cc1OC	?	nt
Cc1ccc(SCc2nc(-c3cccnc3)no2)cc1	?	nt
Cc1ccc(C(=O)COC(=O)c2ccc3c(c2)C(=O)N(c2cccc4ncccc24)C3=O)cc1	?	nt
O=C1c2cccnc2Oc2ccc(Cl)cc2N1Cc1ccc(F)cc1	10%	14
CCCCN(C(=O)c1ccc(N2CCCC2=O)cc1)c1c(N)n(CCCC)c(=O)[nH]c1=O	15%	19
Cc1ccccc1C(=O)NNC(=O)c1ccc(Br)cc1	?	nt
COc1cccc2c1OC1(C)CC2NC(=O)N1c1cccc(C(=O)N2CCN(c3ccccn3)CC2)c1 (stereo unspecified)	15%	4
O=C(Cc1ccccc1)NCCS(=O)(=O)N1CCN(c2cccc(Cl)c2)CC1	9%	-7
COc1ccc(N=C2NC(=O)/C(=C/C=C/c3ccccc3)S2)cc1	?	nt
O=C(CSc1ccccc1)N1CCN(S(=O)(=O)c2ccccc2)CC1	?	nt
COc1cccc(OC)c1C(=O)N1CC(C)OC(C)C1 (stereo unspecified)	?	nt
CN(C)/C=C/C(=O)c1ccc([N+](=O)[O-])c(CS(=O)(=O)c2ccccc2)c1	15%	7
Cc1cc(C)c(OCC(=O)OCC(=O)NCC2CCCCC2)c(C)c1	?	nt
Cc1ccc(N(CC(=O)NC2CCCCC2)C(=O)c2ccc(C)s2)cc1	?	nt
Oc1ccc(Nc2ccnc3cc(Cl)ccc23)cc1	?	nt
Cc1cc(C)nc(NC(=NCc2ccc3c(c2)OCO3)NC(=O)Nc2ccccc2)n1	?	nt
Cc1cc(NC(=O)CN2CCC(C)CC2)no1	?	nt

These rows are one share of the data, so the mix of outcomes need not match the whole.
